Screening results (PubChem)
LYP inhibition – inhibitors of LYP phosphatase, biochemical, fluorescence intensity, uHTS (AID 1779) | Tyrosine-protein phosphatase non-receptor type 22 (Homo sapiens) | recombinant LYP phosphatase, fluorescence intensity; higher % means a stronger effect | one-dose inhibition, % at 11.5 µM; IC50 in µM for titrated hits | 0.054% of 290,000 active; in the data active means inhibition above about 50%;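 further: plate controls were vehicle with enzyme for no effect and no enzyme for full effect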
Rac1 GTP hydrolysis – MgcRacGAP GTPase-activating activity inhibitors, confirmation, biochemical, ADP Hunter fluorescence. Rac GTPase-activating protein 1 (Homo sapiens). MgcRacGAP-stimulated Rac1 GTP hydrolysis, ADP Hunter fluorescence; higher % means a stronger effect; GST-tagged Rac1 F28L mutant substrate. inhibition, % at 30 µM, or IC50 in µM where a hit was titrated. 0.6% of 340,000 active. AID 624330, 2012;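 active means first-screen hits whose inhibition reached a set limit at any dose in the follow-up dose series; inconclusive means inhibition above the set first-screen limit but never retested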;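 further: fluorescence reports GDP produced by GAP-driven GTP hydrolysis; strong numbers were not always called active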
ER stress rescue – rescue of cells from ER stress-induced death, primary screen, 384-well, CSM14.1, thapsigargin, ATP luminescence (AID 1222) | CSM14.1 thapsigargin-induced death rescue, ATP luminescence; higher % means a stronger effect | one-dose cellular ATP content (survival), % at 20 µM; EC50 in µM for titrated hits | 190,000 tested, under 10 active;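 active means EC50 below 50 µM in the dose-response confirmation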;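 further: death triggered by thapsigargin at about 15 µM added after 2 h compound pretreatment; cell ATP read after overnight thapsigargin exposure of roughly 18 to 22 hours; normalized against plate controls of thapsigargin alone and 5% DMSO vehicle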
West Nile virus CPE – West Nile virus antiviral activity, cell-based, CPE readout (AID 1621); West Nile virus-infected cells, CPE inhibition; higher % means a stronger effect; one-dose CPE inhibition, % at 10 µM; IC50 in µM for titrated hits; 0.02% of 290,000 active; in the data active means a potency from the dose series; inconclusive means CPE inhibition mostly from about 3.7% at the one dose, without a potency; inactive means the rest, 99 in 100 with CPE inhibition below about 2.2%; further: strong numbers were not always called active
Salmonella PhoP GFP – inhibitors of PhoP regulon expression, primary screen, Salmonella Typhimurium, GFP reporter (AID 1863). 0.16% of 300,000 active. S. Typhimurium PhoP-regulated promoter GFP reporter, 4 h; higher % means a stronger effect. inhibition, % at 50 µM, or IC50 in µM where a hit was titrated;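 active means inhibition over 29.93%, a cutoff 3 SD above the screen mean, later confirmed by dose response; inconclusive means inhibition over 29.93% but no dose response follow-up; inactive means inhibition at most 29.93% or unconfirmed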;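 further: 0% = low Mg2+ inducing control and 100% = high Mg2+ repressing control; strong numbers were not always called active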
Large T inhibition – SV40 large T antigen inhibitors, biochemical (AID 1903). 0.39% of 310,000 active. SV40 large T antigen ATPase/helicase inhibition assay; higher % means a stronger effect. inhibition, % at 20 µM; hits with a dose series show IC50 in µM; in the data active means a potency from the dose series; inconclusive means inhibition mostly from about 32% at the one dose, without a potency; inactive means the rest, 99 in 100 with inhibition below about 32%; further: strong numbers were not always called active
RSV CPE inhibition – RSV antiviral activity via CPE protection, HEp-2 cells, primary 10 µM value included (AID 2391); CPE inhibition, % at 10 µM, or IC50 in µM where a hit was titrated; HEp-2 cells, RSV-induced CPE inhibition; higher % means a stronger effect; 0.13% of 310,000 active; in the data active means a potency from the dose series; inconclusive means CPE inhibition mostly from about 23% at the one dose, without a potency; inactive means the rest, 99 in 100 with CPE inhibition below about 21%; further: strong numbers were not always called active
GPR35 arrestin U2OS – GPR35 antagonists blocking zaprinast-driven arrestin recruitment, primary screen, imaging, U2OS, beta-arrestin-GFP, zaprinast agonist (AID 2058); G-protein coupled receptor 35 (Homo sapiens); U2OS GPR35 beta-arrestin-GFP translocation imaging, zaprinast antagonism; higher % means a stronger effect; inhibition, % at 10 µM, or IC50 in µM where a hit was titrated; 0.052% of 290,000 active;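 active means inhibition of at least 50% with at least 30 cells and total cytoplasm GFP at most 10,000,000; inconclusive means under 30 cells or total GFP of 10,000,000 plus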
Dengue-2 NS5 capping – Dengue-2 NS5 methyltransferase inhibitors, primary screen, biochemical, confirmation dose response (AID 588689); 0.3% of 340,000 active; Dengue-2 NS5 methyltransferase capping enzyme assay, biochemical; higher % means a stronger effect; inhibition, % at 25 µM; hits with a dose series show IC50 in µM; Genome polyprotein (Dengue virus type 2 (strain 16681-PDK53)); in the data active means a potency from the dose series; inconclusive means inhibition above about 29% without an active follow-up result
Dengue-2 NS5 capping pilot replicate – also measured in Dengue-2 NS5 capping; calls as there; inhibition, %; measured here: pilot screen replicate inhibition
* = called active by the depositor; ? = inconclusive; / = no result given.

SMILES	LYP inhibition	Rac1 GTP hydrolysis	ER stress rescue	West Nile virus CPE	Salmonella PhoP GFP	Large T inhibition	RSV CPE inhibition	GPR35 arrestin U2OS	Dengue-2 NS5 capping	others
COC(=O)c1cc(NC(=O)CC2NCCNC2=O)cc(C(=O)OC)c1 (stereo not drawn)	-2%	-7%	1.4%	1.1%	4%	4%	0.5%	3%	-4%
O=C(Nc1ccncc1)OCc1ccccc1	-3%	-16%	/	-1.1%	-1%	8%	13%	-2%	-5%
COc1ccc(CCN(CC(=O)NC2CCCC2)C(=O)Cn2nnc(-c3ccc(C)o3)n2)cc1OC	-1%	11%	-0.5%	-0.4%	/	/	2.2%	5%	-9%
COc1ccc(C(=O)NC2CCN(C(=S)Nc3cc(C)cc(C)c3)CC2)cc1	1%	5%	0.0%	-0.9%	-12%	6%	2.1%	24%	-6%
COc1ccccc1N(CC(O)Cn1ccnc1C)S(=O)(=O)c1ccccc1 (stereo not drawn)	-6%	12%	0.7%	0.0%	-1%	0%	-1.8%	-10%	-1%
Cn1c(=O)[nH]c(=O)c2c1nc(SCC(=O)O)n2CCCc1ccccc1	-3%	6%	/	-0.3%	5%	-1%	-0.3%	23%	-7%
Cc1cc(C)n(-c2ccc(C(=O)OCC(=O)Nc3ccccc3[N+](=O)[O-])cc2)n1	-8%	4%	-2.9%	-0.2%	-9%	21%	1.4%	20%	-6%
CCc1ccc(NC(=O)c2cc(-c3ccc(F)cc3)on2)cc1	-2%	10%	1.0%	-0.5%	-7%	6%	-1.9%	-1%	5%
Oc1ccc(Br)cc1-c1ccnn1-c1ccccc1	-2%	12%	/	-0.3%	3%	-2%	-2.4%	17%	/
Cc1ccc(-c2nnc(SCC(=O)NC3CCS(=O)(=O)C3)nc2-c2ccc(C)cc2)cc1 (stereo not drawn)	-5%	-2%	4.5%	-1.2%	-6%	-3%	2.3%	-1%	1%
O=C(Nc1ccc(C(=O)N2CCCCC2)cc1)c1ccccc1Cl	-7%	8%	/	-0.5%	1%	24%	6.4%	-4%	-3%
CC(=O)c1cccc(NC(=O)COC(=O)c2cccs2)c1	-4%	1%	-2.0%	0.0%	4%	21%	1.9%	-14%	/
CCC[N+](C)(C)C(C)C(OC(C)=O)c1ccccc1 (stereo not drawn)	-10%	4%	/	0.1%	4%	34%	1.4%	3%	-2%
O=C(CNC(=O)c1ccncc1)N/N=C/c1cc(Br)ccc1O	-11%	4%	-0.6%	0.2%	-7%	9%	1.0%	-8%	3%
O=C(CC(=O)c1cccc([N+](=O)[O-])c1)Nc1ccccc1Cl	2%	11%	0.3%	0.3%	1%	21%	2.6%	-7%	4%
Cc1occc1C(=O)Nc1ccc(S(=O)(=O)N2CCCC2)cc1	-2%	4%	-1.7%	-0.2%	-5%	2%	/	5%	2%
CCCCNC(=O)c1ccc2c(OCC)n(CCCC)nc2c1	-8%	12%	-1.3%	-0.7%	8%	5%	0.8%	9%	-4%
COc1cc2[nH]cc(C(=O)NCc3ccccc3)c(=O)c2cc1OC	-3%	5%	/	-0.1%	-1%	11%	6.2%	0%	0%	Dengue-2 NS5 capping pilot replicate=0.9
O=C1CC(N2CCN(c3nc4ccccc4s3)CC2)C(=O)N1c1ccc(F)cc1 (stereo not drawn)	-6%	9%	-1.1%	0.1%	-5%	1%	1.2%	4%	-3%
Cc1cc2cc(C)c3nnc(SCC(=O)N4CCN(C(=O)c5ccco5)CC4)n3c2cc1C	/	2%	/	-0.1%	/	/	2.5%	/	-6%

Grouped by structure, those above containing a nitro group on carbon.
SMILES	LYP inhibition	Rac1 GTP hydrolysis	ER stress rescue	West Nile virus CPE	Salmonella PhoP GFP	Large T inhibition	RSV CPE inhibition	GPR35 arrestin U2OS	Dengue-2 NS5 capping	others
Cc1cc(C)n(-c2ccc(C(=O)OCC(=O)Nc3ccccc3[N+](=O)[O-])cc2)n1	-8%	4%	-2.9%	-0.2%	-9%	21%	1.4%	20%	-6%
O=C(CC(=O)c1cccc([N+](=O)[O-])c1)Nc1ccccc1Cl	2%	11%	0.3%	0.3%	1%	21%	2.6%	-7%	4%

(continued)
SMILES	LYP inhibition	Rac1 GTP hydrolysis	ER stress rescue	West Nile virus CPE	Salmonella PhoP GFP	Large T inhibition	RSV CPE inhibition	GPR35 arrestin U2OS	Dengue-2 NS5 capping	others
Cc1ccccc1-c1ccc(=O)n(CC(=O)Nc2ccc(-n3cnnn3)cc2)n1	-2%	8%	/	0.4%	3%	17%	4.2%	-15%	-2%
Cc1cccc2cc(C#N)c(NCCNS(=O)(=O)c3ccccc3)nc12	-2%	-4%	-1.1%	0.0%	-4%	25%	13%	2%	-3%
CC(C)[C@H](Nc1ccc(C(F)(F)F)cc1[N+](=O)[O-])C(=O)O	3%	-3%	/	0.4%	-4%	13%	1.9%	-2%	-1%
CN(C)/C=C(\C=O)c1c(Cl)cccc1Cl	-4%	8%	-0.9%	1.0%	5%	2%	0.8%	-12%	-15%
COc1ccc(OC)c(NC(=O)CSc2nc3ccccc3c(=O)n2CC2CCCO2)c1 (stereo not drawn)	-9%	-24%	/	-1.2%	-1%	9%	7.3%	-3%	-15%
COc1ccc(CN2C(=O)c3cccnc3C2Nc2ccc(C)cc2)cc1 (stereo not drawn)	5%	5%	-0.5%	-0.1%	0%	8%	5.4%	19%	-3%
CCn1c(C(=O)NCc2ccccn2)cc2sccc21	-2%	4%	-1.3%	-0.5%	-7%	-2%	-0.8%	12%	-1%
CC(=O)c1nn(-c2ccccc2)cc1C(=O)c1ccc(Br)cc1	-4%	11%	-0.4%	-0.7%	4%	16%	0.9%	-4%	-1%
CC(=O)C(=Cc1ccc(O)cc1)C(C)=O	-8%	8%	/	0.8%	-7%	1%	0.6%	10%	7%
CCCc1cc(C(=O)Nc2cc(C)nn2-c2ccccc2)no1	-8%	1%	-0.3%	-0.3%	7%	10%	2.7%	8%	-1%
O=C(Nc1ccncc1)c1ccccc1F	0%	10%	-2.1%	-0.8%	5%	6%	2.6%	12%	-4%
CCN1C(=O)c2cccc3c(N)ccc(c23)C1=O	-1%	7%	/	0.0%	-98%	3%	1.1%	1%	?
COCCNC(=O)CSc1n[nH]c(=O)n1CCc1ccccc1	-2%	3%	/	0.0%	2%	1%	0.2%	1%	-7%
Cc1ccc(S(=O)(=O)Nc2c(C)n(C)n(-c3ccccc3)c2=O)cc1C(=O)NCc1ccccn1	2%	-1%	1.3%	0.0%	-5%	1%	-0.8%	9%	-5%
CCOC(=O)CNC(=O)Nc1cccc(Cl)c1C	-8%	8%	-1.0%	0.3%	6%	13%	1.0%	-15%	-6%
O=C(COc1ccc2c(C(F)(F)F)cc(=O)oc2c1)NCc1cccs1	3%	4%	-1.0%	-0.3%	6%	2%	0.2%	-2%	-5%
CC1CCN(S(=O)(=O)c2ccc([N+](=O)[O-])cc2)CC1	-8%	9%	/	-0.6%	0%	8%	1.2%	-1%	-5%	Dengue-2 NS5 capping pilot replicate=-2.7
CCOCc1nnc(NC(=O)CSCc2ccccc2)s1	-6%	4%	3.1%	-0.2%	-2%	8%	0.5%	16%	-1%
CC(=O)c1ccccc1NC(=O)COC(=O)CSCC(=O)Nc1cc(C)on1	/	2%	/	/	0%	14%	-0.5%	/	5%
Cn1nc(-c2ccc(C(=O)NCC3CCCO3)cc2)c2ccccc2c1=O (stereo not drawn)	-4%	8%	-1.3%	-0.1%	/	/	0.9%	4%	-1%
CSc1cccc(NC(=S)N(CCCN2CCCC2)Cc2cccn2Cc2ccc(Cl)cc2)c1	1%	11%	6.1%	11%	1%	5%	-4.2%	-5%	-2%
COc1ccc(S(=O)(=O)c2c[nH]c(=S)[nH]c2=O)cc1Cl	1%	12%	/	-0.3%	-1%	5%	1.0%	-21%	-5%
O=c1[nH]c2ccccc2n1C1=CCCC1	-4%	12%	-0.7%	0.3%	33%	1%	2.6%	4%	-5%
CCOc1ccc(NC(=O)c2cc([N+](=O)[O-])ccc2N2CCOCC2)cc1	/	5%	/	/	-4%	8%	2.0%	/	-1%
COC(=O)c1c(NC(=O)CN2CCN(c3ccccc3)CC2)c2c(C)cccc2n1C	-5%	6%	1.1%	0.1%	-14%	5%	4.8%	-4%	-6%
CCCCCC(=O)Nc1cccc(C2=NOC3(C2)C[C@@H](C(N)=O)N(C(=O)c2cc([N+](=O)[O-])cc([N+](=O)[O-])c2C)C3)c1 (stereo partly drawn)	-4%	4%	/	-0.3%	1%	5%	2.8%	-5%	-2%
CCOC(=O)N1CCC2(CC1)NCCc1c2[nH]c2ccccc12	-12%	3%	/	-0.2%	-2%	12%	1.6%	4%	-12%
C/C(CCN1CCCCc2nc(C)c(C)cc21)=N\O[C@@H](C)c1cn([C@H](CO)Cc2ccccc2)nn1	5%	/	19%	-1.5%	-1%	8%	/	9%	/
COC(=O)CSc1nc(-c2ccccc2)c2c(c1C#N)CCCC2	0%	1%	2.2%	-0.1%	-5%	5%	1.3%	-6%	-3%
CCN(Cc1ccccc1)C(=O)C1CCN(CC2CC=CCC2)CC1 (stereo not drawn)	-8%	20%	-0.7%	-1.0%	0%	8%	-0.4%	-5%	-1%
CCOc1ccccc1NC1=C(Cl)C(=O)N(c2ccc(OC)cc2)C1=O	-3%	7%	-1.1%	0.3%	-13%	8%	1.2%	9%	-3%
CCC(=O)Nc1cc(-c2nn(CC(=O)N3CCCCC3)c(=O)c3ccccc23)ccc1N1CCOCC1	-1%	7%	2.5%	-0.9%	-2%	20%	2.1%	18%	-11%
CCC(C(=O)NCc1ccc(F)cc1)n1nc(C)n2c(cc3occc32)c1=O (stereo not drawn)	-6%	10%	/	-0.2%	-9%	12%	7.6%	-9%	-8%
COCc1cc(C)nc2sc(C(=O)OC)c(N)c12	2%	6%	/	0.1%	-3%	3%	0.7%	-9%	-12%
Cc1ccc(-n2c(SCC(N)=O)nnc2-c2cnccn2)cc1	-7%	/	/	0.1%	-10%	14%	3.6%	4%	/
O=C(Nc1ccc2nccnc2c1)c1ccco1	-18%	-3%	-0.6%	0.4%	-6%	2%	-0.4%	17%	6%
CC12CCC(C(=O)Nc3ccncc3)(CC1O)C2(C)C (stereo not drawn)	-4%	0%	/	-0.3%	-5%	11%	2.0%	16%	-8%
Cc1c(CC(=O)O)c(=O)oc2c(C)c(OCc3ccccc3)ccc12	-6%	11%	/	0.0%	14%	6%	1.4%	-2%	1%
CCc1nnc(NC(=O)C2CCC2)s1	-8%	3%	-1.8%	0.8%	1%	4%	1.5%	-1%	4%
